Source: PubChem
JMJD2C inh – inhibitors of GASC-1 histone demethylase, primary screen, biochemical, fluorescence, DELFIA europium | Lysine-specific demethylase 4C (Homo sapiens), Q9H3R0 | GST-JMJD2C(1-420) H3K9me3 demethylation | inhibition, % at 2.35 µM | actives 0.069% (n = 330,000);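 active = more than half of a compound's replicate wells show inhibition beyond 50%, single wells judged on their own value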;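 note: signal counts dimethyl H3K9 product captured on neutravidin plate; 0% = median of DMSO wells and 100% = 0.3 times that DMSO median; strong numbers were not always called active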
proCasp7 act – procaspase-7 activators, primary screen, counter-screen for procaspase-3 activator project, biochemical, absorbance, HTS, human. recombinant procaspase-7, Ac-DEVD-pNA absorbance 405 nm; D23A/D198A/D206A triple mutant, cannot self-cleave; scale: DMSO 0, 5 µM enzyme 100. Caspase-7 (Homo sapiens), P55210. actives 0.093% (n = 330,000). activation, % at 8.5 µM;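 active = percent activation above the screen-wide mean plus 3 SD, cut at about 25% in these data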
Target sequence (P55210 whole entry D23A/D198A/D206A): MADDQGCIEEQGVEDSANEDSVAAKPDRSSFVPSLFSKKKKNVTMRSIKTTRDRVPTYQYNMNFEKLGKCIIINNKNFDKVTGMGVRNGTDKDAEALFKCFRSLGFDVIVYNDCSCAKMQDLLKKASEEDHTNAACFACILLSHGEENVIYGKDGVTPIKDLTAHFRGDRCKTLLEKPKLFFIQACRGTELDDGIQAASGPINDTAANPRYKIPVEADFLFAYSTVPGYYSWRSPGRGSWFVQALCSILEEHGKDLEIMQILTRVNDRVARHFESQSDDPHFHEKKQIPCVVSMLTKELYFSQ
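Detection: p-Nitroaniline absorbance at 405 nm, read at 0 and 120 min; system: Uncleavable procaspase-7 mutant enzyme; evaluation: % activation from two-timepoint absorbance difference, scaled to controls; times: 1 h enzyme–compound preincubation and 2 h substrate reaction, both 25 °C; buffer or medium: Zinc-free HEPES pH 7.4 with 300 mM NaCl, 0.01% Triton X-100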
TPT1 inh – Candida albicans TPT1 enzyme inhibitors, primary screen, biochemical, fluorescence polarization; tRNA 2'-phosphotransferase TPT1 (Candida albicans SC5314); actives 0.81% (n = 300,000); recombinant caTPT1, FP RNA substrate dephosphorylation; inhibition, % at 5 µM; AID 1962, 2009;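 active = inhibition above the mean of all tested compounds plus 3 SD, set per screening campaign, cut at about 24% in these data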;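 note: plate controls were DMSO alone for no effect and ferristatin control at 100 nM for full effect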
PP1 counter – PP1-alpha phosphatase inhibitors, primary screen, counter-screen for PP5 inhibitor project, biochemical, fluorescence, OMFP substrate, single point. Serine/threonine-protein phosphatase PP1-alpha catalytic subunit (Homo sapiens), P62136. purified PP1alpha. inhibition, % at 6.7 µM. actives 0.9% (n = 320,000);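 active = inhibition above the mean inhibition of all tested compounds plus 3 SD, computed separately for each screening campaign, cut at about 15% in these data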
Target sequence (P62136 whole entry, looked up): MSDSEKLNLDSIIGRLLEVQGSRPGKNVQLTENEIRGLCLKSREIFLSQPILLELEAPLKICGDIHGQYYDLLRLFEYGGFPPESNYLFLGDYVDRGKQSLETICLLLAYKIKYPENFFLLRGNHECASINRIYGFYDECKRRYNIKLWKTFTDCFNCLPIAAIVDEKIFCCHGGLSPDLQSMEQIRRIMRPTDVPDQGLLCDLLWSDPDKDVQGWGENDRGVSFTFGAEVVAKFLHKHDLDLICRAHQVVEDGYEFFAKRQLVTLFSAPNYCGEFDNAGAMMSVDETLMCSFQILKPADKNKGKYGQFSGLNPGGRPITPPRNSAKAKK
HCV core dimer – inhibitors of HCV core protein dimerization, primary screen, biochemical, TR-FRET, high-throughput; TR-FRET GST/Flag-core106 dimerization, 1536-well; inhibition, % at 5 µM; actives 0.33% (n = 300,000); AID 1899, 2009;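 active = inhibition above the mean of all tested compounds plus 3 SD, set per screening campaign, cut at about 45% in these data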
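test system = GST/Flag-tagged HCV core106 proteins | probe or stimulus = Eu donor and XL665 acceptor anti-tag antibodies | times = compound-protein-antibody incubation 4 h at 22.5 °C | signal = TR-FRET, excitation 340 nm, emission 617 and 671 nm | measure = percent inhibition of core106 dimerization signal | controls = wells lacking GST-core106 and wells with excess unlabelled core106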
proCasp3 act – activators of human procaspase-3 D3A mutant, primary screen, biochemical, absorbance, PC-3 D3A mutant, single concentration; AID 463141, 2010; actives 0.11% (n = 330,000); recombinant procaspase-3 D3A, Ac-DEVD-pNA absorbance 405 nm; activation, % at 8.5 µM; Caspase-3 (Homo sapiens), P42574;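 active = activation above the mean of all tested compounds plus 3 SD, cut at about 21% in these data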;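 note: 0% = DMSO alone and 100% = DMSO wells spiked with extra 5 µM PC-3 D3A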
Target sequence (P42574 whole entry D9A/D28A/D175A): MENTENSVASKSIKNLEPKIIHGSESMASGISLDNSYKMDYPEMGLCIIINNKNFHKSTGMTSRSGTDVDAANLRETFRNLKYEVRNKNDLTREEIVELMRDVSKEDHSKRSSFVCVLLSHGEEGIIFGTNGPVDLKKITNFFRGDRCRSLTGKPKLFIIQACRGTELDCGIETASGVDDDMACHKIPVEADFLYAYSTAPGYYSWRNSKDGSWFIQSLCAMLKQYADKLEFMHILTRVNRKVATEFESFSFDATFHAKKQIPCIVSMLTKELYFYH
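Test system: Procaspase-3 D3A mutant, all three cleavage aspartates alanine | Dosing: Single dose, 8.5 µM nominal compound, 0.8% DMSO | Schedule: 1 h preincubation, 2 h reaction | Technique: 405 nm absorbance of p-nitroaniline, reads at 0 and 120 min | Repeats: One well per compound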
Efflux pump mplx – inhibitors of Candida efflux pumps in yeast, primary screen, S. cerevisiae, Nile Red, multiplex | S. cerevisiae Candida pump triplex | inhibition, % at 10 µM | actives 0.44% (n = 330,000);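 active = plate passing quality check with inhibition over a set limit, or well fluorescence over plate mean plus 4 SD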;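 note: Nile Red retained in pooled yeast measured as flow cytometry median fluorescence; 0% = buffer negative control and 100% = Enniatin B positive control; higher means more Nile Red kept so more efflux inhibition; some compounds called inactive have numbers as strong as hits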
PP5 inh – PP5 phosphatase inhibitors, primary screen, biochemical, fluorescence | AID 1987, 2009 | inhibition, % at 6.7 µM | purified PP5c, OMFP substrate fluorescence | Serine/threonine-protein phosphatase 5 (Homo sapiens), P53041 | actives 0.18% (n = 320,000);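 active = inhibition above the campaign's mean inhibition across all tested compounds plus 3 SD, cut at about 9.5% in these data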;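 note: 0% = DMSO only and 100% = 100 µM cantharidin control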
Fh CTSL1 inh – Fasciola hepatica cathepsin L1 inhibitors, primary screen, counter-screen for PFM18AAP inhibitor project, biochemical, QFRET, fluorogenic peptide substrate | inhibition, % at 5.96 µM | recombinant F. hepatica cathepsin L1, Z-Leu-Arg-MCA fluorescence | AID 1906, 2009 | actives 0.49% (n = 300,000);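 active = inhibition above the mean of all tested compounds plus 3 SD, set per screening campaign, cut at about 17% in these data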;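 note: 0% = plate median of test compound wells and 100% = 1 µM Z-Phe-Ala-diazomethylketone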
Active calls of the source: *; nt = no result given; & = joins results of further samples; ! = a repeat was not active.

SMILES | JMJD2C inh | proCasp7 act | TPT1 inh | PP1 counter | HCV core dimer | proCasp3 act | Efflux pump mplx | PP5 inh | Fh CTSL1 inh
C#CCN(C(=O)c1cc(COc2ccc(C)c(C)c2)on1)C1CCCCC1 | -16 | 5 | -2 | 0 | 3 | 3 | -0.2 | 3.1 | 2
O=C(COC(=O)c1ccccc1OCc1ccc(Cl)cc1)NC1CC1 | 2 | -1 | 2 | -6 | -2 | 1 | 0.1 | -1.0 | -1
O=C(Cn1c(=O)oc2cc(S(=O)(=O)N3CCCC3)ccc21)Nc1cccc(C(F)(F)F)c1 | -4 | 4 | 3 | 0 | 4 | -2 | 0.1 | -1.9 | 0
COC(=O)c1cc(C(=O)CSc2nc(C)cc(C)n2)ccc1O | -9 | -1 | 4 | -3 | 8 | -11 | 0.0 | -3.2 | 3
O=C(NCc1ccco1)C(Cc1ccccc1)N1C(=O)c2ccccc2C1=O (configuration not stated) | 4 | 1 | 2 | 0 | 7 | -2 | 0.0 | 2.4 | -1
CSCCC1NC2(C(=O)Nc3c2ccc(Cl)c3C)[C@@H]2C(=O)N(C3CCCC3)C(=O)[C@H]12 (some centres not stated) | -6 | 8 | 2 | -2 | 5 | -5 | 0.1 | 2.1 | 3
CCCCNC(=O)COC(=O)CCC(=O)c1ccc(F)cc1 | 12 | -10 | -5 | 0 | -6 | 2 | -0.1 | 0.1 | -47
CC(C)CC(=O)N1CC(=O)Nc2ccc(F)cc2C1c1ccccc1 (configuration not stated) | 1 | 3 | 12 | -2 | 5 | -5 | -0.2 | -1.1 | 2
NNc1ccc(Cl)c(C(=O)O)c1 | -4 | 1 | -1 | -4 | -1 | -4 | -0.1 | 1.4 | -2
Cc1cc(C(=O)COC(=O)c2ccc[nH]c2=O)c(C)n1C | -4 | -6 | 0 | -2 | -3 | 1 | 0.2 | -1.8 | 1
COc1ccc(CCNS(=O)(=O)c2ccc3c(c2)CCN3C(=O)CCC(=O)O)cc1OC | -2&-11 | 1 | 1 | -2 | 0 | 0 | 0.8 | 4.2 | -8
COc1ccc(N2CC(C(=O)N/N=C/c3c[nH]c4ccccc34)CC2=O)cc1 (configuration not stated) | 1 | -1 | 1 | -4 | -1 | 2 | 0.0 | -1.1 | 0

Structural class, the compounds so far with an NH in an aromatic ring
SMILES | JMJD2C inh | proCasp7 act | TPT1 inh | PP1 counter | HCV core dimer | proCasp3 act | Efflux pump mplx | PP5 inh | Fh CTSL1 inh
Cc1cc(C(=O)COC(=O)c2ccc[nH]c2=O)c(C)n1C | -4 | -6 | 0 | -2 | -3 | 1 | 0.2 | -1.8 | 1
COc1ccc(N2CC(C(=O)N/N=C/c3c[nH]c4ccccc34)CC2=O)cc1 (configuration not stated) | 1 | -1 | 1 | -4 | -1 | 2 | 0.0 | -1.1 | 0

Remaining list, next part:
SMILES | JMJD2C inh | proCasp7 act | TPT1 inh | PP1 counter | HCV core dimer | proCasp3 act | Efflux pump mplx | PP5 inh | Fh CTSL1 inh
CN(CC(=O)Nc1cccc(F)c1)C(=O)CCSc1ccc(F)cc1 | -1 | 8 | 1 | 0 | -5 | 6 | -0.1 | 1.2 | 2
COC(=O)c1cccnc1NC(=S)NC(C)C | 3 | 4 | -3 | -3 | -4 | -7 | 0.2 | -0.2 | 2
CCCS(=O)(=O)c1nc(S(=O)(=O)c2ccc(C)cc2)c(NCc2ccccn2)s1 | -19 | -4 | -1 | 1 | 3 | 0 | 0.2 | 2.0 | -1
Cc1ccc(Cl)cc1NC(=O)COC(=O)C1CC1 | 3 | 1 | 1 | -2 | 1 | 5 | 0.1 | 1.2 | -2
CCOC(=O)c1cc2sc(C)cc2n1CC(=O)N1CCOCC1 | 3 | 0 | 1 | 1 | 1 | -3 | 0.1 | 3.5 | -1
C=CCN1C(=O)c2ccc(C(=O)NCCOc3ccccc3F)cc2C1=O | 9 | 7 | 6 | -1 | 0 | -11 | 0.1 | -1.1 | -1
O=C(CCc1ccccc1)NNC(=S)NCCc1ccccc1 | -5 | 4 | -3 | -1 | 1 | -1 | 0.0 | 1.9 | 1
CC(C)(C)CC(=O)Nc1cc(S(=O)(=O)N2CCOCC2)ccc1N1CCCC1 | 16 | 5 | 2 | 6 | 1 | 1 | 0.3 | 4.6 | 2
COCC(C)N=C1SCCN1Cc1ccccc1 (configuration not stated) | 4 | 5 | 2 | -1 | -7 | 2 | 0.2 | 1.2 | 8
COc1ccccc1N1CC(C(=O)Nc2ccccc2N2CCCC2)CC1=O (configuration not stated) | 0 | -1 | -2 | -1 | -3 | -1 | 0.0 | 2.3 | 4
COc1cc(C(=O)NC(C)c2ccc3ccccc3c2)cc(Cl)c1O (configuration not stated) | 0 | -6 | -3 | 0 | 1 | 7 | 0.1 | 0.7 | 2
C=CCN1CN(Cc2ccco2)CNC1=S | -2 | -1 | -2 | 2 | 2 | -12 | 0.5 | 5.4 | -2

Individual results from the list:
`C=CCN1CN(Cc2ccco2)CNC1=S` in PP5 inh: 5.4
`Cc1ccc(Cl)cc1NC(=O)COC(=O)C1CC1` in JMJD2C inh: 3
`C=CCN1C(=O)c2ccc(C(=O)NCCOc3ccccc3F)cc2C1=O` in JMJD2C inh: 9

The results go on:
SMILES | JMJD2C inh | proCasp7 act | TPT1 inh | PP1 counter | HCV core dimer | proCasp3 act | Efflux pump mplx | PP5 inh | Fh CTSL1 inh
Cc1cc(=O)oc2cc(NC(=O)Cc3ccccc3)ccc12 | 4 | 2 | -2 | 4 | -6 | -1 | 0.0 | 0.5 | -3
CCc1ccc(C2=CSC3=NCCN23)cc1 | 28 | 6 | -4 | -4 | 6 | 4 | 0.2 | 0.1 | -5
O=C(CN1CCC(c2nc3ccccc3s2)CC1)NCc1cccs1 | -10 | -6 | 4 | 9 | 8 | 3 | 0.1 | 3.5 | -1
S=c1[nH]nc(-c2cc(-c3ccccc3)n[nH]2)n1/N=C/c1ccc(Cl)c(Cl)c1 | 8 | -1 | 0 | -2 | 11 | 1 | 0.2 | 3.8 | 0
O=C(CSc1nccc(=O)[nH]1)Nc1ccc(S(=O)(=O)N2CCOCC2)cc1 | -9 | -8 | 1 | -6 | 0 | -4 | 0.1 | 0.6 | 3
COc1ccccc1-c1nnc(N(C)C(=O)C2CCCO2)s1 (configuration not stated) | -11 | -3 | 2 | 1 | 2 | 4 | -0.1 | 0.2 | 0
Cc1cc(=O)[nH]c(Nc2cccc(Br)c2)n1 | -1 | -5 | -4 | 0 | 1 | 5 | 0.0 | 0.5 | -4
COc1ccccc1N1CCN(C(=O)CCNS(=O)(=O)c2ccc3c(c2)CCC(=O)N3)CC1 | 25&-5 | 3 | 1 | 4 | 0 | 2 | 0.0 | -1.6 | 1
CCn1c(CC(=O)Nc2ccc(C)cc2)nnc1SCC(=O)Nc1nc(C)cs1 | 20 | 9 | 3 | 1 | 6 | -5 | 0.1 | 0.4 | 2
COc1ccc(OC)c(/C=C/C(=O)N2CCN(S(=O)(=O)c3cc(C)ccc3C)CC2)c1 | 1 | 12 | nt | -1 | nt | 1 | 0.1 | 3.7 | nt
CC(C)N(C(=O)CC1ON(C)C(=O)N1c1ccc(Cl)cc1)C(C)C (configuration not stated) | -3 | 8 | 4 | -5 | 2 | 5 | -0.1 | -1.4 | 6
Cc1cc(CNC(=O)c2cc(Br)ccc2Cl)nn1C | -10 | -2 | 1 | -1 | 3 | -6 | 0.1 | -0.7 | -1
CCOC(=O)c1sc2nc3c(SCC(=O)O)cc(C(=O)c4cc(F)ccc4O)cn3c(=O)c2c1C | 2 | 8 | 10 | 61* | 21 | -3 | -0.2 | 0.9 | 4
CNS(=O)(=O)c1cnccc1N1CCN(c2cccc(C(F)(F)F)c2)CC1 | 4 | 5 | -3 | 0 | -2 | -8 | 0.0 | -0.4 | 0
COc1ccc(CNC2CC(=O)N(C)C2=O)cc1 (configuration not stated) | 8 | -3 | 1 | -1 | 1 | -2 | 0.1 | 0.4 | -2
O=C(/C=C/c1ccccc1)C1C(=O)c2ccccc2C1=O | 15 | -43 | 0 | 4 | -4 | -20 | 0.2 | 1.9 | -3
O=c1c2c(nc3c(-c4ccc(Cl)cc4)c[nH]n13)CCCC2 | 10 | 5 | 1 | 2 | 3 | 4 | 0.0 | 1.5 | 3
NC12CCc3c(no[n+]3[O-])C1(O)CC(c1ccccc1)=[N+]2[O-] (configuration not stated) | 1 | 1 | -1 | 9 | -6 | 4 | 0.1 | 1.9 | -2
CC(=O)N1CCN(CC(=O)Nc2ccc(Cl)c(S(=O)(=O)N(C)C)c2)CC1 | -10 | 0 | 4 | -4 | 5 | 3 | 0.0 | -1.0 | -2
Oc1ccc[n+](CCCCC[n+]2cccc(O)c2)c1 | 0 | 11 | -3 | -2 | 2 | 4 | -0.1 | 1.8 | -3
Cc1sc2ncn(CC(=O)NCCCOC(C)C)c(=O)c2c1S(=O)(=O)N1CCN(c2ncccn2)CC1 | -22 | -6 | -5 | -3 | -4 | -1 | 0.1 | 0.6 | -5
CCOc1ccccc1C1C(C(=O)Nc2ccccc2OC)=C(C)Nc2nnnn21 (configuration not stated) | -4 | -11 | 1 | -1 | -5 | -9 | 0.3 | 1.9 | 0
COc1ccc(N=c2sc3ccccc3n2C)cc1 | 2 | 7 | -3 | -1 | -3 | -1 | 0.0 | 2.3 | 1
CCOC(=O)N1CCN(CCC(=O)Nc2cccc(Br)c2)CC1 | 2&-11 | -6&5 | -3&-2 | 18*! | -5&0 | 6&4 | 0.1&0.0 | -0.4&2.4 | -3&1
COCC(=O)Nc1cccc(Br)c1 | -7 | 26* | -5 | 4 | -6 | 5 | -0.2 | 0.5 | -4

Filtered by structure, those above containing a furan ring, fused or not.
SMILES | JMJD2C inh | proCasp7 act | TPT1 inh | PP1 counter | HCV core dimer | proCasp3 act | Efflux pump mplx | PP5 inh | Fh CTSL1 inh
O=C(NCc1ccco1)C(Cc1ccccc1)N1C(=O)c2ccccc2C1=O (configuration not stated) | 4 | 1 | 2 | 0 | 7 | -2 | 0.0 | 2.4 | -1
C=CCN1CN(Cc2ccco2)CNC1=S | -2 | -1 | -2 | 2 | 2 | -12 | 0.5 | 5.4 | -2
